Bioassay records deposited in PubChem by Sanford-Burnham Center for Chemical Genomics.
MPTP inh: blocks calcium-induced mitochondrial swelling; AID 602449; isolated mouse mitochondria, Ca2+ swelling absorbance, 30 min; 360,000 tested, 1.4% active; inhibition, % at 10 µM;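 active means inhibition of 50% or more, scaled per plate between neutral and stimulator controls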;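 further: 0% = DMSO wells given calcium and 100% = 1 mM EGTA wells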
tim23-1 inh: tim23-1 yeast growth inhibition | inhibition, % at 20 µM | 330,000 tested, 1.3% active | AID 463212 | S. cerevisiae tim23-1 growth, BacTiter-Glo luminescence, 24 h;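 active means growth inhibition of the mutant yeast at or above 50%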;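 further: temperature-sensitive mutant grown at 25 °C; plate controls were DMSO-treated mutant yeast for no effect and medium wells lacking yeast for full effect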
APJ antagonist: blocks the human apelin receptor APJ; CHO-K1 APJ beta-arrestin complementation, luminescence; inhibition, % at 20 µM; 330,000 tested, 0.32% active;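 active means inhibition above about 40% at 20 µM, limit read from the data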;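 further: cells challenged with 10 nM apelin-13 agonist together with compound; plate controls were apelin-13 plus DMSO wells for no effect and DMSO wells lacking apelin-13 for full effect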
Target sequence (P35414 whole entry, looked up): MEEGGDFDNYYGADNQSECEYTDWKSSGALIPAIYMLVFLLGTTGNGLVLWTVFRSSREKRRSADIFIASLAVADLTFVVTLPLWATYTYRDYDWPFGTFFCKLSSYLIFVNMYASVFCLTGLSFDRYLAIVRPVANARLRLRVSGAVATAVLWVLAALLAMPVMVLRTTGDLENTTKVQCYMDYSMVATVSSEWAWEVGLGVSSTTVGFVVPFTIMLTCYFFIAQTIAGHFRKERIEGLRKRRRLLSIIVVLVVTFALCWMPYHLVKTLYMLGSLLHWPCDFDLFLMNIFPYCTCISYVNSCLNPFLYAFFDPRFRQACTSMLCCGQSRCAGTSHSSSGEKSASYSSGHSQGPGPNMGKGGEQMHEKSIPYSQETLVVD
tim10-1 inh: inhibits growth of tim10-1 mutant yeast | 330,000 tested, 2.2% active | inhibition, % at 20 µM | AID 463190 | S. cerevisiae tim10-1 ts strain growth, BacTiter-Glo, 24 h;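 active means inhibition of at least 40%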;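 further: mutant grown at 25 °C; 0% = DMSO wells with yeast and 100% = wells holding no yeast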
TIM10 inh: growth inhibitors of TIM10 yeast strain; inhibition, % at 10 µM; 330,000 tested, 1.4% active; AID 463195; S. cerevisiae TIM10 strain growth, BacTiter-Glo luminescence, 24 h;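 active means inhibition of 40% or more at the single tested concentration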;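 further: wild-type TIM10 isogenic control strain grown at permissive 25 °C; 0% = DMSO yeast wells and 100% = minimal medium wells without yeast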
APJ ag: APJ receptor agonism. P35414. CHO-K1 APJ PathHunter beta-arrestin, luminescence; 0% DMSO wells, 100% apelin. activation, % at 20 µM. 330,000 tested, 0.11% active. AID 2520;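 active means activation more than six SD over the plate average, tested at 20 µM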;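 further: 0% = DMSO alone and 100% = apelin-13 at 10 nM; some results filed as inactive read as strong as hits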
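Assay system – PathHunter CHO-K1 APJ (AGTRL-1) beta-arrestin reporter cells · Compound – one dose, 20 µM compound, 1% DMSO · Timing – compound 90 min 25 °C, reagent 1 h · Measured by – luminescence from split beta-galactosidase complementation, Galacton Star/Emerald II substrate · Measure – beta-arrestin recruitment to APJ as agonist activity, luminescent signal · Benchmarks – DMSO vs Apelin-13 10 nM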
NLRP3 yeast inh: inhibitors of NALP3 inflammasome in yeast | Yeast reconstituted NLRP3/ASC/caspase-1, beta-gal luminescence, 24 h | 330,000 tested, 0.39% active | AID 2825 | inhibition, % at 10 µM;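 active means inhibition of 50% or more; inactive means inhibition below 50%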;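 further: plate controls were induced DMSO wells for no effect and uninduced yeast grown without galactose for full effect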
beta cell repl: induces beta-cell replication in MIN6 cells. MIN6 cells proliferation, ATPlite luminescence, 48 h; cells starved in 0.2% serum; 100% = growth in 10% serum. proliferation, % at 10 µM. 330,000 tested, 0.29% active. AID 2380;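 active means compounds whose signal lies at least 3.5 SD above the mean of all wells on their plate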;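 further: 0% = DMSO-treated cells in low-serum medium and 100% = 10% serum control; some compounds called inactive have numbers as strong as hits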
GRIN3A LBD mod: modulators (binders) of human NR3A ligand-binding domain; NR3A LBD differential scanning fluorimetry, Tm shift; 0% = protein alone, 100% = glycine-bound protein; Tm shift relative to glycine control, % at 25 µM; 340,000 tested, 2.5% active;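 active means melting temperature shift of at least 10% of the positive control shift, at one fixed dose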
Starred values were filed as active, the others as inactive; x = no result given.

SMILES	MPTP inh	tim23-1 inh	APJ antagonist	tim10-1 inh	TIM10 inh	APJ ag	NLRP3 yeast inh	beta cell repl	GRIN3A LBD mod
CCc1ccc(N(C(=O)c2snc(C(N)=O)c2N)C(C(=O)NCC2CCCO2)c2ccco2)cc1 (stereo not given)	-0.4	16.4	10.6	2.3	3.0	-3.8	10.3	-2.6	-3.7
COc1cc2c(-c3cc(F)cc(F)c3)c(-c3ccsc3)oc(=O)c2cc1OC	-0.7	8.5	-0.6	11.3	-17.7	-2.2	-62.0	-2.0	-0.1
CSc1sc(C(=O)O)c2c1C(=O)CC(C)(C)C2	0.6	-2.3	-50.7	-1.9	-1.1	-4.8	4.0	-1.7	0.1
N/C(CN1CCCC1=O)=N\O	2.7	2.5	-13.7	14.0	2.4	-1.8	10.2	-0.5	0.1
O=C(COc1ccccc1)Nc1cccc(-c2cn3cccnc3n2)c1	-0.3	-4.8	-26.3	-30.2	-29.0	1.5	-8.8	-2.4	0.7
COC(=O)c1ccc(C#Cc2ccccc2)o1	2.2	3.3	1.0	11.6	11.1	-5.2	-3.1	0.5	-3.1
O=C(NCCO)c1cc2c([nH]c3ccccc32)c(-c2ccccc2)n1	1.6	22.9	3.5	43.4*	15.4	-2.3	10.5	-2.6	-1.8
O=C(Nc1ccc(F)cc1)c1cn(-c2ccccc2)nc1-c1ccncc1	14.8	23.0	8.8	32.5	38.4	-0.1	39.1	-6.6	-6.9
Cc1ccc(NC(=O)[C@H](NC(=O)[C@@H]2Cc3ccccc3CN2)c2ccccc2)cc1	2.5	4.4	5.5	-8.8	-1.5	-6.7	5.0	-2.6	0.1
Cc1ccc(Nc2nnc(SCC(=O)Nc3cccnc3Cl)s2)cc1C	0.3	35.0	-0.5	23.0	22.9	1.8	16.7	0.0	-3.1
CC(=O)N(c1ccc2oc(=O)sc2c1)S(=O)(=O)c1ccc(C)cc1	0.6	8.9	-13.6	5.5	-3.7	2.0	23.1	-4.2	1.0
COC(=O)C1=C(C)N(Cc2ccccc2)C(=NCc2ccccc2)N[C@H]1c1cccc(C(F)(F)F)c1	1.0	23.6	33.0	-15.8	22.3	-4.2	15.5	-5.8	-4.7
O=C(COc1ccc(/C=C\[N+](=O)[O-])cc1)N1CCOCC1	-3.7	-9.6	8.4	-21.2	0.0	0.3	13.5	-6.7	0.2
CC(C)=CC(=O)Nc1cccc(S(=O)(=O)NC2=NCCCCC2)c1	-1.4	8.2	-1.0	7.1	-0.4	-0.5	-4.7	2.2	1.6
O=C(c1ccccc1)c1nn(-c2ccc(Cl)cc2)cc1C(=O)c1cc2ccccc2oc1=O	3.9	-7.6	8.6	-1.9	11.4	-1.2	10.2	-5.9	-1.1
COc1ccc(N2CC(C(=O)OCC(=O)Nc3cc(C)on3)CC2=O)cc1 (stereo not given)	-1.6	-3.7	14.3	2.4	2.7	0.2	17.4	1.4	-0.9
CN(CC(=O)Nc1ccccc1C(F)(F)F)C(=O)c1cc(-c2cccs2)nn1-c1ccccc1	-0.9	33.0	19.8	19.9	-34.9	-4.6	7.6	-0.5	1.1
O=c1[nH]c(CN2CCOCC2)nc2scc(-c3ccccc3)c12	-5.0	16.0	-2.2	-9.3	-2.2	-0.3	9.1	-4.2	1.9
CCNC(=O)NC(=O)COC(=O)c1cccc(NS(=O)(=O)/C=C/c2ccccc2)c1	2.1	8.8	7.3	6.0	6.0	0.7	12.4	4.0	-5.6
Cn1c(=O)oc2cc(S(=O)(=O)NCCC(=O)NCCc3ccc(Cl)cc3)ccc21	-0.1	-26.1	-13.0	-16.1	-5.6	-4.0	3.3	-2.3	-3.8
Cc1ccc(CN(Cc2ccco2)C(=S)Nc2ccccc2C)cc1	-0.6	10.4	-5.3	42.2*	10.1	-4.2	18.4	-2.2	-0.9
COc1ccc(/C=C2\SC(=S)N(CCC(=O)Nc3ccc(C(=O)O)cc3)C2=O)cc1OC	0.2	-12.9	21.5	-9.7	-6.8	-2.5	15.1	-2.8	2.5
CCc1ccccc1NC(=O)c1noc(C(C)C)c1[N+](=O)[O-]	2.4	23.2	16.5	13.9	7.7	-1.3	20.1	-6.3	-1.4
COc1ccccc1OCCSc1nc2ccccc2c(=O)[nH]1	1.7	8.7	16.8	15.3	0.6	-2.2	-5.4	-0.8	x
Oc1ccc(-c2cnns2)c(O)c1	0.0	26.1	-45.9	14.4	14.9	1.4	3.5	-6.3	-16.5

Next part, starting with the last 3 of the part before.
SMILES	MPTP inh	tim23-1 inh	APJ antagonist	tim10-1 inh	TIM10 inh	APJ ag	NLRP3 yeast inh	beta cell repl	GRIN3A LBD mod
CCc1ccccc1NC(=O)c1noc(C(C)C)c1[N+](=O)[O-]	2.4	23.2	16.5	13.9	7.7	-1.3	20.1	-6.3	-1.4
COc1ccccc1OCCSc1nc2ccccc2c(=O)[nH]1	1.7	8.7	16.8	15.3	0.6	-2.2	-5.4	-0.8	x
Oc1ccc(-c2cnns2)c(O)c1	0.0	26.1	-45.9	14.4	14.9	1.4	3.5	-6.3	-16.5
CC(=O)c1ccc(OCC(=O)NC2CCCN(Cc3ccccc3F)C2)cc1 (stereo not given)	0.0	17.2	-9.0	19.6	7.7	-1.3	8.9	-1.7	0.2
CCN(CC)C(=O)CN(c1ccc(C)cc1)S(=O)(=O)c1ccc(SC)cc1	1.0	23.5	-1.6	29.2	24.4	3.0	-9.6	2.0	-2.2
CCOC(=O)CNc1nc(C#N)nc(N2CCOCC2)n1	-0.5	6.8	13.8	2.2	-1.7	1.7	8.0	1.5	2.3
O=C(CN1CCc2ccccc21)NC(=O)NCc1ccccc1	0.3	2.6	3.1	-10.2	-7.7	-2.5	18.1	-1.7	3.0
Cc1ccccc1Nc1cc2ccccc2c(=O)[nH]1	0.2	22.6	-14.5	14.0	11.9	2.7	-10.7	-2.4	-0.9
CCC(=O)c1c(NC(C)C)cc(C)oc1=O	1.6	-1.2	-9.4	0.0	-12.4	-3.4	20.5	6.9	-0.9
CCc1sc(C(=O)Nc2ccsc2C(=O)OC)cc1Br	0.8	-2.4	21.4	17.7	-18.6	-2.6	13.2	1.3	2.9
Cc1ccc2nc(C)c(C(=O)N/N=C/c3ccc(C(=O)O)cc3)cc2c1	-1.2	9.2	5.4	5.7	8.1	-1.4	-1.8	5.7	1.4
COc1ccc(/C=C2\SC(=O)N(CCC(=O)NCCCn3ccnc3)C2=O)cc1	-0.7	3.1	9.1	8.5	5.7	-0.6	-0.8	-1.2	-3.0
CCC(C)NC(=O)CCc1c(C)nc2nc(-c3cc(OC)cc(OC)c3)nn2c1C (stereo not given)	3.5	0.2	-3.7	11.5	8.0	-7.3	10.3	-2.6	2.8
Cc1cnc([N+](=O)[O-])n1CCOC(=O)NC(=O)c1ccc(C(F)(F)F)cc1	0.9	-0.1	-3.1	7.8	-6.6	-0.2	-0.4	-4.0	-0.6
O=C(NS(=O)(=O)Oc1ccc(F)cc1F)OC[C@@H]1CCCN2CCCCC12 (stereo not given in full)	-1.1	-1.1	13.6	-5.8	-8.9	1.3	8.1	-0.9	-0.9
O=C1CCC(/C=C/c2ccccc2)=NN1Cc1ccc(Cl)c(Cl)c1	1.6	-8.6	-7.3	-22.2	-64.6	-3.4	29.4	-4.1	-9.7
COc1cc(OC)c(C2=NOC(C(=O)NCCc3ccccc3)C2)cc1Cl (stereo not given)	0.7	24.7	-11.8	23.8	-2.6	-3.6	17.2	1.7	1.5
COc1cccc(NC(=S)N2CCCC2)c1	-0.4	5.3	-2.5	-9.4	-10.9	-3.2	11.2	-1.2	-0.2
CCn1nc(NC(=O)c2ccco2)c2cc3cc(C)ccc3nc21	1.9	28.0	6.7	25.7	21.0	-2.2	26.5	1.6	-0.6
COc1ccc(S(=O)(=O)NCc2ccccn2)cc1OC	0.2	9.7	1.4	9.1	5.1	-2.3	2.8	-3.5	-1.1
O=C(Nc1ccn(Cc2c(F)c(F)cc(F)c2F)n1)c1cccc(Cn2cc([N+](=O)[O-])cn2)c1	-2.3	9.7	7.4	23.6	26.3	-2.7	12.4	-0.6	0.2
CCC(ONc1ccccc1C(F)(F)F)(C(=O)NN(C)C)c1ccccc1 (stereo not given)	0.6	10.5	-12.4	-72.6	-4.7	4.9	29.0	-7.2	-10.5
C=CCN(C(=O)CNC(=O)c1ccco1)C(C(=O)NC1CCCCC1)c1ccccc1F (stereo not given)	2.1	16.3	8.3	10.4	-2.8	4.3	3.1	2.1	0.3
CCOc1cc(C2Nc3ccccc3C(=O)N2c2ccccc2)c(Br)cc1OCC(=O)O (stereo not given)	-0.3	-1.6	-4.6	5.9	-1.3	-0.2	-100.0	-0.5	-2.6
O=C(NC1CCCC1)C(c1ccncc1)N(C(=O)Cc1cccs1)c1ccccc1 (stereo not given)	1.3	8.3	-1.2	13.3	15.8	-1.0	6.4	1.8	0.4
CCn1cc(C(=O)OCC(=O)c2cc(C)n(-c3ccc(OC(F)F)cc3)c2C)c(=O)c2ccc(C)nc21	2.4	15.5	-14.6	-4.4	2.4	2.2	6.4	-5.7	-8.2
COc1ccc(CC(=O)OCC(=O)N2CCN(S(=O)(=O)c3ccc(C)cc3C)CC2)cc1OC	-0.3	24.2	5.6	15.1	6.8	-3.0	11.1	-1.8	-0.1
O=C(COC(=O)C1COc2ccccc2O1)NC(=O)Nc1ccc2c(c1)OCCO2 (stereo not given)	-0.6	21.9	5.6	19.8	-3.3	-4.0	1.3	1.5	0.1

Additional compounds follow:
SMILES	MPTP inh	tim23-1 inh	APJ antagonist	tim10-1 inh	TIM10 inh	APJ ag	NLRP3 yeast inh	beta cell repl	GRIN3A LBD mod
COc1ccc(CNC(=O)C(c2ccncc2)N(C(=O)Cc2cccs2)c2cccc(C)c2)cc1 (stereo not given)	-1.8	18.9	-9.1	0.6	13.1	1.8	21.7	2.0	1.4
O=S(=O)(Cc1ccccc1)c1ccccc1-c1nnc(-c2ccccc2)o1	-1.7	-4.6	9.8	7.5	-28.8	-0.5	25.4	-2.7	1.5
CCN(CC)c1ncnc2scc(C3COc4ccccc4O3)c12 (stereo not given)	2.3	19.5	5.6	32.9	16.4	-0.7	-4.6	-1.3	3.1
CCCCN(C(=O)NC(=O)Nc1ccccc1C)S(C)(=O)=O	5.5	23.0	12.6	31.4	14.4	-1.6	-2.9	-1.4	-0.7
CN(C)c1ccc(/C=C/c2cc[n+]([O-])cc2)cc1	x	10.0	8.5	0.6	3.2	0.1	20.2	-0.5	x
COc1cc(/C=N/NC(=O)c2c(-c3ccccc3)noc2C)cc(OC)c1OC	3.6	8.7	5.0	15.6	34.9	-2.6	6.3	2.0	0.3
Cc1ccc2cc(C)c(SCC(=O)Nc3cc(C)on3)nc2c1	0.2	-6.0	11.4	-5.2	-13.9	-1.8	-2.8	-2.8	-1.2
CCCCOc1ccccc1Cn1c(=O)oc2ccccc21	-2.5	0.6	-4.6	16.1	-6.5	-0.3	-19.3	-3.7	2.2
CCOc1cc2c(cc1OCC)C(C(=O)O)C(c1cc(OC)c(OC)c(OC)c1)N(C)C2=O (stereo not given)	0.1	10.8	5.7	17.3	8.0	-0.7	13.7	0.4	1.5
Cc1cc(C)n(-c2ncnc3sc(C)c(C)c23)n1	5.9	16.0	4.6	23.7	7.6	-3.3	16.9	-4.6	-0.3
COc1ccc(NC(=O)Cn2nc(C)c([N+](=O)[O-])c2C)cn1	-1.0	3.5	4.7	-4.8	-4.8	-5.9	13.9	-1.5	-0.3
